Assay outcomes: PubChem BioAssay, National Center for Advancing Translational Sciences (NCATS)
CXXC DNA block: MLL CXXC-DNA interaction inhibition; Q03164; MLL-CXXC / FITC-HOXA9 DNA fluorescence polarization; Potency, µM (titrated, usually from 115 µM), without a hit: at the highest dose activity change, negative = inhibition, hits mostly inhibitors; actives 0.037% (n = 290,000); AID 2662; active = well fitted inhibition curve with a large enough effect in the polarisation, with a control signal flat, not every such curve was filed as active; inconclusive = small, poorly fitted or top-dose-only effect, or effect the other way, or a change in a side signal; inactive = no such curve, though single readings can be large or run the other way; the % refers to the polarisation; also: potency is read from the fitted curve at half-maximal effect
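Steps: dispense CXXC domain solution (7 uM) → pin compounds or unlabeled HOX-A9 DNA control → 5 min ambient → add FLSN-HOX-A9 solution (50 nM) → spin → 30 min ambient → fluorescence polarization. Tris pH 7.5/NaCl/DTT/BSA buffer.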
USP2a inh: inhibitors of human ubiquitin-specific protease USP2a. O75604. USP2 core, Ub-CHOP2 coupled fluorogenic reporter, 485/531. Potency, µM (series often up to 38.3 µM), without a hit: at the top dose activity change, negative = inhibition, usual class: inhibitors. actives 0.01% (n = 330,000). AID 463254;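 also: potency is read from the fitted curve at half-maximal effect; plate controls were DMSO wells for no effect and full inhibition by NEM control for full effect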
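USP2 core (10nM final) preincubated 30min RT with compound in 20mM Tris-HCl pH 8.0, 2mM CaCl2, 2mM beta-mercaptoethanol, 0.05% CHAPS; 25nM Ub-CHOP2 plus 25nM reporter substrate added, fluorescence (Ex485/Em531) read after 60min.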
GALK inhibitor: galactokinase (human) inhibition; Purified GALK, Kinase-Glo residual ATP luminescence; Potency, µM (series often up to 57.5 µM), without a hit: at the top dose activity change, negative = inhibition, most hits filed as inhibitors; actives 0.007% (n = 270,000); AID 1868; also: potency is read from the fitted curve at half-maximal effect; % is scaled to controls: 0 for no effect and ±100 for the full control effect
Target sequence (P51570 whole entry, looked up): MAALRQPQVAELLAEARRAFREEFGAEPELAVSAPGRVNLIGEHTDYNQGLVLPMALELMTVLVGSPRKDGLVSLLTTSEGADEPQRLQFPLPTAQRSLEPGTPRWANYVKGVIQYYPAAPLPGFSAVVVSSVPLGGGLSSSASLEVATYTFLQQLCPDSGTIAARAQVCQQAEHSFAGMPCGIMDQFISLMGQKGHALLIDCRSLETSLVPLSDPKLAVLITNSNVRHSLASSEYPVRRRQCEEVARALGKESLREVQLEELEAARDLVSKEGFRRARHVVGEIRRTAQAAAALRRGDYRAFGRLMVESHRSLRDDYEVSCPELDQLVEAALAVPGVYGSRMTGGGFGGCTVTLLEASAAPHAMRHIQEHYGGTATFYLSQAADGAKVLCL
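ATP-depletion format; final 35 uM ATP, 100 uM D-galactose, 5 nM enzyme; pH 8.0 HEPES/Mg2+ buffer; 60 min RT; luminescence read 10 min after detection reagent.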
Giardia kill: Giardia lamblia killing | Giardia lamblia trophozoite viability | activity change, % at 7.66 µM, hits read low | actives 0.15% (n = 340,000) | AID 540267; in the data active = activity change below about -80%; inconclusive = between about -30% and that limit;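 also: parasites exposed to compound for two days anaerobically before the ATP read; % is scaled to controls: 0 for no effect and ±100 for the full control effect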
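Giardia trophozoites, 100 cells per well, were exposed to compounds for 48 hrs at 37 deg C under anaerobic conditions; viability was then read as ATP content by bioluminescence after 15-30 min at room temperature.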
KCNH2 3.1 block: KCNH2 3.1 (human) potassium channel inhibition. U2OS KCNH2 3.1, thallium flux FluxOr; stronger effect = lower value. activity change, % (tested at about 1.8 µM). actives 0.95% (n = 340,000). AID 720553;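 active = maximum activity change below -70%; inconclusive = maximum activity change from -70% to -50%; inactive = maximum activity change above -50%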;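 also: thallium influx rate constant from kinetic fluorescence after stimulation buffer; % is scaled to controls: 0 for no effect and ±100 for the full control effect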
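Measured as rate of thallium-driven FluxOr signal in transduced U2OS cells carrying the 3.1 channel, read kinetically for 2 min upon stimulation; values are rate constants scaled to DMSO control wells.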
KCNH2 WT inh: blocks the wildtype human KCNH2 potassium channel. AID 720551. U2OS, BacMam KCNH2, thallium flux FluxOr; stronger effect = lower value. activity change, % at 1.84 µM. actives 0.37% (n = 340,000). Q12809;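 active = maximum activity change below -70%; inconclusive = maximum activity change between -70% and -50%; inactive = maximum activity change above -50%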; also: % is scaled to controls: 0 for no effect and ±100 for the full control effect
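U2OS cells were transduced with wild-type KCNH2 virus (2.03 x 10^8 / mL) for 4 h at room temperature, then cultured overnight at 37 C. Thallium flux was read with FluxOr dye. Rate constants were normalized to DMSO controls.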
PKM2 activator: PKM2 (human) enzyme activation. purified PKM2, Kinase-Glo ATP luminescence, activation; response scale: 0% is enzyme alone, no compound. Potency, µM (highest dose often 57.5 µM), for inactives: top-dose activation, usual class: activators. actives 0.34% (n = 260,000). AID 1631; also: potency is read from the fitted curve at half-maximal effect; % is scaled to controls: 0 for no effect and ±100 for the full control effect; nearly all actives have a fitted effect of over 55% in size
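Kinase-Glo luminescence reports ATP generated from ADP (0.1 mM) and PEP (0.5 mM) by purified hPK-M2 after 1 h at room temperature, pH 7.2 imidazole buffer; intermediate enzyme activity allows detecting inhibitors and activators.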
FBPA coupling cs: inhibits coupling enzyme system, counter-screen for aldolase hits; actives 0.67% (n = 290,000); coupling enzyme system counterscreen, AmpLite Red fluorescence; activity change, negative = inhibition, % at 58.2 µM, hits read low; in the data active = activity change below about -30%; also: % is scaled to controls: 0 for no effect and ±100 for the full control effect
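First, compound is pin-transferred into glyceraldehyde-3-phosphate coupling-enzyme reagent at 57.5 uM final and held 10 min at RT. Next, substrate, coupling system and AmpLite Red are added. After 20 min RT, fluorescence (525/598 nm) is read.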
B2AR arrestin: agonists driving beta-arrestin recruitment to human beta2-adrenergic receptor; beta-arrestin recruitment to beta2AR, cell-based reporter; Potency, µM (doses to about 46.1 µM), inactives show at the highest dose activation, usual class: activators; actives 0.02% (n = 330,000); AID 492947;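 also: potency is read from the fitted curve at half-maximal effect; 0% = DMSO controls and full agonism = EC100 isoproterenol or metaproterenol; nearly all actives have a fitted effect of over 65% in size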
Menin-MLL TR inh: inhibitors of human menin-MLL interaction, mutant MLL peptide; O00255; Menin + Texas Red MLL mutant peptide, fluorescence polarization; Potency, µM (top dose mostly 61.6 µM), for the others: at the top dose FP activity change, negative = inhibition, most hits filed as inhibitors; actives 0.23% (n = 270,000); AID 1768; active = well fitted inhibition curve with a large enough effect in the polarisation, with a control signal flat, not every such curve was filed as active; inconclusive = small, poorly fitted or top-dose-only effect, or effect the other way, or a change in a side signal; inactive = no such curve, though single readings can be large or run the other way; the % refers to the polarisation; also: potency is read from the fitted curve at half-maximal effect; % of control where 0% means no effect; many of its hits are not listed in these tables
Target sequence (O00255 whole entry, looked up): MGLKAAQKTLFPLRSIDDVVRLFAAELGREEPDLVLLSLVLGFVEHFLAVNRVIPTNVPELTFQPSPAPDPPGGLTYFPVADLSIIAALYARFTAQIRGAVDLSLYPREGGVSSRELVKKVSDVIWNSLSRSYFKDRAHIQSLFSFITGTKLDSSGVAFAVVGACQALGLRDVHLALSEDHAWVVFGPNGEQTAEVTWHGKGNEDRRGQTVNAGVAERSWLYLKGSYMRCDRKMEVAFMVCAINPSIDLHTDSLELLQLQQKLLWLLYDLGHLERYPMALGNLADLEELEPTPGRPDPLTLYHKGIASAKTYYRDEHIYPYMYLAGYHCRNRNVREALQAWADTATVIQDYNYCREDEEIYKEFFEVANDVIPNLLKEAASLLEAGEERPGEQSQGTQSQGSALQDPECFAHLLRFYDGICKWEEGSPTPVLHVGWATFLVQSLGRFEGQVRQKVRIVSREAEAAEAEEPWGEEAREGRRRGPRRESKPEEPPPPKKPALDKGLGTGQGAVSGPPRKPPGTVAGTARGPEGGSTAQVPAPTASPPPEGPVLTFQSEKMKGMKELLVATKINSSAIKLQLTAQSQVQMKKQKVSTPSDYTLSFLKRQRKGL
TRPV1 ag: agonists of human vanilloid receptor 1 (TRPV1). Q8NER1. AID 540275. actives 0.19% (n = 320,000). activation, % at 8.33 µM. TRPV1-expressing cells, Fluo-8 calcium influx, agonist mode; in the data active = activation above about 80%; inconclusive = between about 30% and that limit; also: 0% is about no effect
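Cells expressing TRPV1 were dye-loaded with Fluo-8 and read kinetically: 10 s baseline, 3 min after compound (agonist portion), then 2 min after EC20 capsaicin (allosteric enhancer portion). Calcium-bound dye fluorescence at 480/520 nm.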
Numbers without * were called inactive; u = inconclusive; x = not tested or not shown; [ ] = dose if it differs, or a comment. Unless noted, calls follow the shape of the dose curve; as a rule, active = well fitted curve in the direction sought with a large enough effect; inconclusive = small, poorly fitted or top-dose-only effect, or another doubt; inactive = no such curve, though single readings can be large; an effect the other way counts as inactive or inconclusive. This is a subset; count on the stated rates, not on these rows.

SMILES	CXXC DNA block	USP2a inh	GALK inhibitor	Giardia kill	KCNH2 3.1 block	KCNH2 WT inh	PKM2 activator	FBPA coupling cs	B2AR arrestin	Menin-MLL TR inh	TRPV1 ag
CCCn1c(=O)c2ccccc2n2c(SCCNCCO)nnc12	-5%	0%	x	-16	13	8	x	1	-0.2%	u	2
c1ccc(-n2nnnc2NCCCN2CCOCC2)cc1	4%	0%	1%	-7	-26	7	4%	3	-0.2%	x	-1
CC(C)(C)C(=O)Nc1ccc(C(=O)NNC(=O)Cc2ccccc2)cc1	11%	1%	1%	-1	-1	-2	-2%	-1	0.1%	0%	-5
COc1ccc(C(=O)NCc2ccc(C(=O)NCC(OC)OC)cc2)cc1OC	8%	4%	1%	-4	-1	-21	-2%	1	0.4%	-14%	-8
CCOc1ccc(CCNC(=O)C2CCCN(c3nn4c(=O)cc(C)nc4s3)C2)cc1 (stereo unspecified)	4%	-1%	0%	-2	-6	3	-2%	1	0.0%	-15%	1
CN1CCN(C(=O)NCC23CC4CC(CC(C4)C2)C3)CC1	9%	2%	1%	u	3	-5	-1%	1	-0.4%	0%	-3
Cc1ccc(Cn2ccc(NC(=O)c3nc4ncccn4n3)n2)cc1	-7%	x	1%	-11	13	-8	-1%	7	x	-10%	-2
O=C1Cc2ccccc2C(=O)N1c1cccc(Cl)c1	-6%	2%	0%	-18	11	-2	x	-1	-0.3%	x	0
O=C(COc1ccccc1[N+](=O)[O-])Nc1ccc(NC(=O)c2cc3ccccc3o2)cc1	4%	6%	-3%	-7	-119*	-4	1%	0	0.3%	u	21
Cc1cc(C(=O)COC(=O)c2ccc(O)cc2)c(C)n1CC1CCCO1 (stereo unspecified)	-1%	3%	1%	-25	-4	-6	-12%	7	0.4%	4%	u
O=C(O)COc1cccc2ccccc12	13%	6%	-2%	-5	-15	-4	-5%	7	0.0%	-1%	-1
O=C(O)COCC(=O)NCc1csc2ccc(Cl)cc12	0%	-1%	-1%	23	12	1	1%	6	0.0%	x	-7
O=C1Nc2ccccc2N(O)N1c1ccc(Cl)c(Cl)c1	14%	2%	6%	-4	2	6	-3%	7	-0.3%	8%	1
COc1ccc(NC(=O)c2cc(S(=O)(=O)N(C)C)ccc2N2CCCC2)cc1Cl	-2%	4%	-1%	10	1	-1	0%	7	0.5%	-12%	10
CCOc1ncccc1C(=O)Nc1ccc2c(C)cc(=O)oc2c1	-2%	3%	0%	-9	9	5	10%	1	-0.8%	10%	1
Cc1cc(C(=O)Nn2c(C3CCCCC3)nc3ccccc3c2=O)ccc1[N+](=O)[O-]	7%	-7%	1%	-24	7	-9	5%	3	-0.1%	20%	15
Cc1noc(C)c1S(=O)(=O)N1CCCC1C(=O)NC(C)(C)C (stereo unspecified)	-3%	-2%	-7%	-13	5	14	x	x	0.2%	x	1
CCC(=O)N1CCCc2ccccc21	1%	-7%	x	3	21	8	-20%	-1	-2.3%	x	2
O=C(NC1CCS(=O)(=O)C1)Oc1ccc(Cl)cc1 (stereo unspecified)	-3%	0%	1%	-2	3	21	-2%	3	0.2%	1%	-2
Cc1cccnc1NC(=O)COc1ccc2oc3c(c2c1)CCCC3	-1%	2%	-1%	19	10	18	3%	2	-0.1%	-7%	6
CSc1ccc(S(=O)(=O)Nc2ccc(N3CCOCC3)c(Cl)c2)cc1	-2%	-1%	-3%	7	-8	4	-1%	1	-0.1%	33%[activator]	2
COc1ccc(C(=O)OC(C)C(=O)NC(C)CCc2ccccc2)c(OC)c1 (stereo unspecified)	7%	-1%	-2%	-3	13	-4	x	-3	0.0%	-24%	0
O=C(c1ccc2ccccc2c1)N1CCCCC1	3%	-1%	1%	12	-6	4	x	-3	0.0%	-29%	1
CCC(CO)NC1=C([N+](=O)[O-])C(=O)CC(C)(C)C1 (stereo unspecified)	2%	4%	0%	-4	7	-2	3%	4	-0.2%	4%	1
O=C(NCc1cccnc1)c1ccc(CS(=O)(=O)Cc2ccc(Cl)cc2)o1	-2%	4%	0%	8	-9	-9	-2%	1	0.1%	2%	1
Remaining list, next part:
SMILES	CXXC DNA block	USP2a inh	GALK inhibitor	Giardia kill	KCNH2 3.1 block	KCNH2 WT inh	PKM2 activator	FBPA coupling cs	B2AR arrestin	Menin-MLL TR inh	TRPV1 ag
c1ccc(-c2nnc(CSc3nnc(-c4cccs4)o3)o2)cc1	5%	1%	7%	-2	15	-10	-1%	2	-0.3%	3%	10
COc1cc(C(=O)Nc2cccc(S(=O)(=O)NCc3ccco3)c2)cc(OC)c1OC	x	1%	x	15	11	4	x	x	-0.3%	x	3
CN(CC(=O)Nc1ccccc1Cl)C(=O)C1CCN(S(=O)(=O)c2ccc3c(c2)OCCO3)CC1	x	0%	x	18	2	-2	x	x	-0.3%	x	1
Cc1ccc(/C=N/NC(=O)CN2C(=O)CSc3ccccc32)o1	2%	-2%	-2%	10	-7	-5	19%	-1	0.0%	x	-1
Cn1c(=O)c(=O)n(C)c2cc(S(=O)(=O)CCC(=O)Nc3ccc(F)cc3)ccc21	x	-1%	x	u	12	-5	7%	0	-0.1%	6%	-4
Cc1ccc(C(=O)N/C(=C\c2cn(C)c3ccccc23)C(=O)NCCCn2ccnc2)cc1	4%	2%	7%	-9	9	41	x	x	-0.2%	x	2
O=S(=O)(NCCN1CCN(S(=O)(=O)c2ccccc2F)CC1)c1ccccc1F	x	-5%	x	-23	11	13	x	x	-0.8%	x	x
COc1cc(CNc2ccc3[nH]c(=O)[nH]c3c2)ccc1OCc1c(F)cccc1Cl	9%	3%	x	-17	2	2	x	0	-0.9%	u	90*
O=C(O)c1cccc(S(=O)(=O)Nc2ccc3c(c2)CCC3)c1	-4%	1%	0%	4	9	-1	0%	13	-1.4%	11%	3
O=C1/C(=C/c2ccccn2)SC(=S)N1CCc1ccccc1	-9%	10%	-1%	-4	24	3	0%	-1	0.4%	x	1
CCOC(=O)CSc1nnc(CNc2cccc(Cl)c2)n1C	-2%	-1%	-3%	-9	-8	7	4%	1	0.3%	-2%	-3
COC(=O)Cc1csc(Nc2ccc(F)c(Cl)c2)n1	-8%	-4%	-2%	1	3	-3	x	-2	0.0%	u	-3
Cc1ccsc1CNC12CC3CC(CC(C3)C1)C2	1%	5%	4%	-6	-13	-7	5%	5	0.5%	1%	6
COc1cc(CNc2cccc3[nH]c(C(F)(F)F)nc23)cc(OC)c1	8%	0%	x	-15	3	-4	x	-15	-0.2%	u	-4
COc1ccc([N+](=O)[O-])cc1/C=N/Nc1nn[nH]n1	0%	-2%	0%	6	-4	28	x	5	0.0%	7%	-3
CCn1c(C(=O)N2CCC(C(=O)NCCCSC3CCCCC3)CC2)cc2sccc21	3%	-10%	3%	3	13	-16	-3%	1	-0.6%	2%	13
O=C(Nc1nc2ccccc2n1Cc1ccccc1)c1ccc(COc2ccccc2[N+](=O)[O-])o1	14%	5%	-7%	0	-20	-7	6%	-7	-0.3%	x	x
Nn1c(SCC(=O)Nc2ccc3c(c2)OCCO3)nnc1-c1ccncc1	2%	0%	2%	-4	-1	2	0%	3	9.2%	16%	0
Cc1cc([N+](=O)[O-])ccc1NC(=O)COc1nsnc1N1CCOCC1	5%	0%	-2%	8	16	-3	x	-2	-0.7%	6%	0
COc1cc(NC(=O)CN(C)S(=O)(=O)c2ccc(C)cc2)cc(OC)c1	1%	1%	0%	-22	-4	-7	17%	1	-0.7%	-6%	6
CCOc1ccc(N(C)S(=O)(=O)c2ccc3[nH]cc(C(=O)NCC4CCCO4)c(=O)c3c2)cc1 (stereo unspecified)	0%	-2%	-2%	12	-9	-4	6%	4	0.0%	22%	2
CCc1ccccc1NC(=O)CCN1C(=O)C2C3CCC(C3)C2C1=O (stereo unspecified)	13%	0%	6%	-3	-5	-5	5%	1	0.1%	-5%	6
O=C(Cn1c(NCCCCl)nc2ccccc21)c1ccccc1	x	2%	x	-8	-26	5	x	x	0.3%	x	-5
Cc1c(NC(=O)CN2CCN(C(c3ccccc3)c3ccccc3)CC2)c(=O)n(-c2ccccc2)n1C	-2%	-3%	-2%	-26	20	-1	0%	-1	-0.1%	u	0
CCOC(=O)CSc1c(-c2cccs2)[nH]c2ccccc12	-2%	-9%	x	8	0	5	1%	-8	-0.7%	u	7
CCC(C(=O)OCC(=O)N1C(C)CCCC1C)c1ccccc1 (stereo unspecified)	-9%	-1%	-4%	7	11	12	x	0	-1.0%	u	1
Cc1ccccc1NC(=O)C(C)n1c2ccccc2c2nc(=O)cc(C)n21 (stereo unspecified)	-3%	2%	4%	-15	-5	0	-11%	5	-0.7%	x	-1
